Screening data deposited in PubChem by several laboratories.
HTRA1 inhibitor: HTRA1 (human) protease inhibition; inhibition, % at 5.96 µM; 340,000 tested, 0.5% active; recombinant HTRA1, FP-rhodamine activity-based probe, fluorescence polarization; in the data active = inhibition above about 36%;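 also: 0% = enzyme with DMSO and 100% = wells lacking enzyme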
PG9 Ab binder: small molecules binding HIV-1 gp120 antibody PG9 | 360,000 tested, 0.43% active | inhibition, % at 6.7 µM | TR-FRET gp120-PG9 antibody binding | AID 624416; in the data active = inhibition above about 8.5%
mABHD4 FP: ABHD4 (mouse) inhibition, primary FP screen. Q8VD66. inhibition, % at 8.92 µM. purified mABHD4, FP-Rh probe fluorescence polarization. AID 720543. 370,000 tested, 0.54% active;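 active = inhibition exceeding the mean over every tested compound plus 3 SD, cut at about 30% in these data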;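 also: 0% = plate median of compound wells and 100% = S159A mutant with DMSO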
Target sequence (Q8VD66 whole entry, looked up): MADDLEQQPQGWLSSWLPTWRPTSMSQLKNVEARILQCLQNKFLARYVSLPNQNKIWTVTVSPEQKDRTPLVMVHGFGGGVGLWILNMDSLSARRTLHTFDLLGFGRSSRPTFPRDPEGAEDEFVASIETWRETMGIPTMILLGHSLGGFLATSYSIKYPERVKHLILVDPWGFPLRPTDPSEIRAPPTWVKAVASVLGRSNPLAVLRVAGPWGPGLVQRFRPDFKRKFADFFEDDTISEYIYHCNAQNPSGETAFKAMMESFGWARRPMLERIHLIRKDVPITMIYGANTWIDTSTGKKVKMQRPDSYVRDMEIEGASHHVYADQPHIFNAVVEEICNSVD
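Assay system: wild-type mouse ABHD4 protein; compound: single nominal dose of 8.92 µM, 0.89% DMSO final; schedule: 45 min + 60 min at 25 °C; measured by: FP readout, ex 525 nm / em 598 nm; evaluation: % inhibition of FP-Rh probe binding versus controls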
Rev-erbA mod: Rev-erb alpha (human) modulation. 370,000 tested, 0.79% active. activity, % at 10 µM. Rev-erbα–FITC-DNA binding, fluorescence polarization, 90 min. P20393;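 active = activity above about 14%, limit read from the data; passing the limit was not always enough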;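 also: 0% = DMSO wells with 35 nM protein and 100% = DMSO wells with 750 nM protein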
TCR-CD3 inh: inhibitors of human TCR-CD3 interaction; TAMRA-labeled TCR probe fluorescence, biochemical; inhibition, % at 9.4 µM; 360,000 tested, 0.37% active; in the data active = inhibition above about 19%;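 also: recombinant mutant TCR 2C K166C tagged with TAMRA read by polarization; 0% = receptor in buffer alone and 100% = receptor with positive control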
LEDGF integ inh: blocks HIV-1 LEDGF/p75-dependent DNA integration. TR-FRET IN-LEDGF/p75 DNA integration, Eu/Cy5. inhibition, % at 3.7 µM. 370,000 tested, 0.64% active. AID 743269;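 active = inhibition above the screen-wide mean plus 3 SD, cut at about 13% in these data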;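 also: signal is the Cy5 over europium emission ratio at 671 and 618 nm; 0% = plate median of compound wells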
TDP2 absorb: TDP2 (human) inhibition, absorbance primary screen | recombinant TDP2, T5PNP hydrolysis, p-nitrophenol absorbance 415 nm | inhibition, % at 12.8 µM | 370,000 tested, 0.34% active;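 active = inhibition above the mean of all tested compounds plus 3 SD, set per campaign, cut at about 25% in these data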;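 also: 0% = DMSO with enzyme and 100% = buffer with substrate but no TDP2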
Target sequence (O95551 whole entry, looked up): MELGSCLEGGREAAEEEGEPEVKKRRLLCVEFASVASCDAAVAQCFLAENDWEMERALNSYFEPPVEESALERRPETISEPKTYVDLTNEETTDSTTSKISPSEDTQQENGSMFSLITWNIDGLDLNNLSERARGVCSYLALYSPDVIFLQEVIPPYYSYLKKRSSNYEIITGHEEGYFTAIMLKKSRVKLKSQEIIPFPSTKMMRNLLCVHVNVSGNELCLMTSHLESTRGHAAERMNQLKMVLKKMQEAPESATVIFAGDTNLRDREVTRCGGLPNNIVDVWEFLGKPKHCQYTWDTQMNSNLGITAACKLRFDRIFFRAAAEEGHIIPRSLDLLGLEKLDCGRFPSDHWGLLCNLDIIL
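Test system: human TDP2 enzyme; Input: 120 nM TDP2 per well; Buffer or medium: Mg2+-containing Tris-HCl buffer, pH 7.5; Reagent: 5 mM T5PNP; Dosing: 12.8 µM single point, 1% DMSO; Incubation: reaction 2 h, 37 °C; Detection: p-Nitrophenol epi absorbance; Read-out: % inhibition relative to enzyme-containing and enzyme-free wells; Replicates: single well per compound.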
SIAE inh: human SIAE inhibition, primary screen; inhibition, % at 9.66 µM; 370,000 tested, 0.69% active; Q9HAT2; SIAE FP-Rh probe binding, fluorescence polarization; AID 1053197;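 active = inhibition above a cutoff: mean of compounds within the control limits plus 3 SD of those, cut at about 17% in these data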;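 also: 0% = plate median of compound wells and 100% = probe without SIAE protein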
rCAG binder: binds r(CAG) RNA repeats; r(CAG) RNA repeat, TO-PRO-1 dye displacement fluorescence; 370,000 tested, 1.3% active; inhibition, % at 3 µM;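 active = inhibition above the plate cutoff, the mean of all test compounds on that plate plus 3 SD, cut at about 35% in these data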;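 also: 0% = DMSO alone and 100% = 100 µM mitoxantrone as full dye displacement; higher means more dye released from RNA so lower well fluorescence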
PRMT1 inh: inhibitors of human PRMT1; recombinant PRMT1, activity-based probe fluorescence polarization; 370,000 tested, 1.3% active; Q99873; inhibition, % at 2.79 µM;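 active = inhibition above about 21% made by adding two undisclosed values, limit read from the data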
Target sequence (Q99873 whole entry, looked up): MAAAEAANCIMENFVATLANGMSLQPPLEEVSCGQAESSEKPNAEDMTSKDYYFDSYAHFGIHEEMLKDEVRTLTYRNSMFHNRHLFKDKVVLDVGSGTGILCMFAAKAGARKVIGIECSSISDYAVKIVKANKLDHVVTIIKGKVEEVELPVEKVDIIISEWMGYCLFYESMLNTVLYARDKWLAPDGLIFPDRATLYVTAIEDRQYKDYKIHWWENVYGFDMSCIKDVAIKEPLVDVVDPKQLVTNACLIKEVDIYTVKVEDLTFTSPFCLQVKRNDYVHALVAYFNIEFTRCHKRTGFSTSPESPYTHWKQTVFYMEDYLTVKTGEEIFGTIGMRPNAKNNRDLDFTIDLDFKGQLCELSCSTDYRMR
* = called active by the depositor; x = no result given; & = joins results of further samples. These rows are one share of the data; the hit share may differ from the screen's.

SMILES	HTRA1 inhibitor	PG9 Ab binder	mABHD4 FP	Rev-erbA mod	TCR-CD3 inh	LEDGF integ inh	TDP2 absorb	SIAE inh	rCAG binder	PRMT1 inh
O=C(COc1ccccc1)Nc1nc2cc3c(cc2s1)OCCO3	3	1.7	-13	76*	6	-4	-3	-22	5	0
COC(=O)c1cc(-c2ccccc2)sc1N	3	-1.9	0	4	-5	-6	-4	5	8	11
CC(=O)C1=C(O)C(=O)N(Cc2ccccc2)C1c1ccccc1F (stereo not given)	5	0.5	4	2	9	1	-4	-2	-1	1
Clc1cc(NC2CCCCC2)ncn1	4	-0.6	6	-1	-1	22*	-1	2	-2	-1
O=C(NCc1ccncc1)C(=O)N/N=C/c1cccnc1	3	-0.5	2	-2	-5	-2	7	0	-2	3
COc1ccc(/C=N\NC(=S)SCN2C(=O)C3CCC(C)(C2=O)C3(C)C)cc1 (stereo not given)	-1	-0.9	1	1	4	4	-2	-3	6	6
Nc1ccc(O)c2c1C(=O)c1ccccc1C2=O	88*	-20	87*	-37	43*	5	3	55*	24	17
O=C(Cc1coc2cc3c(cc12)CCC3)OCc1cc(=O)n2c(n1)sc1ccccc12	-20	1.6	5	17	1	6	6	-8	14	0
CC(=O)N(Cc1c(C)nn(-c2ccccc2)c1Cl)c1ccc(Cl)cc1	-10	-1.3	1	4	0	-1	5	8	-10	0
CCOc1ccc2c(=O)c(Oc3ccccc3)c(C)oc2c1	-5	2.2	5	-1	-2	0	-11	-4	3	-3
O=C(NC1CC1)C1CCN(S(=O)(=O)c2cc([N+](=O)[O-])ccc2Cl)CC1	5	0.2	20	-11	4	3	6	13	21	7
O=C(CS(=O)(=O)Cc1ccccc1)Nc1ccc(S(=O)(=O)N2CCOCC2)cc1	0	-0.3	9	-2	6	-2	-7	-8	3	0
O=C(Nc1ccc(Cl)cc1C(F)(F)F)c1ccccc1Cl	-8	0.4	-3	-5	-8	2	6	29*	-2	-3
O=c1/c(=C/c2ccco2)sc2n1CN(c1ccccc1)CN=2	1	-6.9	22	2	8	17*	-1	10	2	9
CCOc1ccc(NC(=O)NCCCCc2ccccc2)cc1	0	0.7	0	2	2	1	0	-3	-4	-2
COc1ccccc1NC(=O)c1cc(S(=O)(=O)NC2CCCC2)ccc1F	-23	-0.4	-9	2	-2	1	8	0	2	-5
COCCCNC(=O)c1ccc(-n2nc(C(F)(F)F)cc2-c2cccs2)cc1	0	0.0	-7	5	-1	-4	-3	-2	-5	1
COC(=O)C1=C(C)N(Cc2ccc(Cl)cc2)C(=S)NC1c1ccc(OC)cc1 (stereo not given)	x	-0.9	-12	5	-6	-2	-10	-8	8	7
Cc1cc(=O)[nH]c(SCc2nc3ncccn3c2Br)n1	3	-4.0	-7	3	5	0	-21	-10	6	-2
COc1ccccc1C(=O)NCCN1CCN(c2ccccc2)CC1	4	0.2	-7	-4	5	-2	-11	4	-5	4
CC1CCCN(S(=O)(=O)c2ccc(N(C(=O)c3cnccn3)C(C(=O)NC3CCCCC3)c3cccs3)cc2)C1 (stereo not given)	-17	1.0	0	-4	4	0	7	3	6	-2
COc1ccccc1C(C)NC(=O)c1cc(S(=O)(=O)N2CCCCC2)ccc1C (stereo not given)	-3	-1.6	2	2	-2	-4	-4	-4	-1	-2
COc1cc(OC)c2c(-c3ccccc3)cc(=O)oc2c1C(CCN1CCOCC1)c1ccc2c(c1)OCO2 (stereo not given)	-26	-0.2	-4	2	4	-3	9	-2	8	-6
COc1ccccc1-c1nnc(NC(=O)C(C)SC2=NCCS2)s1 (stereo not given)	-33	0.6	-25	-4	-2	0	-2	-11	10	7
O=C(NCCS(=O)(=O)N1CCN(c2ccccc2F)CC1)c1ccc(F)c(F)c1	-5	-0.5	-2	0	10	-3	14	-2	-5	-4
Cc1nn(-c2ccccc2)c(Cl)c1C(=O)N1CCN(C)CC1	6	-0.9	-2	4	-6	1	-3	13	-1	-3
COCCN(C(=O)C1CC1)c1nnc(-c2cccc(C)c2)s1	-12	1.7	4	2	0	-3	-3	-5	-7	-1
CCOC(=O)Cc1csc(SCC(=O)Nc2cccc(C#N)c2)n1	1	3.7	6	-3	9	0	2	11	-3	0
CC(C)OCCCNc1ncnc2c1nc1n2CCCC1	3	0.7	-2	0	0	2	1	3	-2	0
O=C(CCS(=O)(=O)c1cccc2nonc12)N1CCCc2ccccc21	4	0.5	7	10	5	-4	-7	1	-3	2
Cn1c(Cc2ccccc2)nnc1SCC(=O)Nc1ccccc1N1CCOCC1	-4	0.5	6	2	0	-1	-2	-6	-6	-1
C=CC[C@H](CC(=O)N(CCO)Cc1ccccc1)C(=O)N[C@@H](COC(=O)[C@@H](CC=C)CC(=O)OC(C)(C)C)Cc1c[nH]c2ccccc12	-32	0.3	-21	2	-8	0	-16	3	-2	1
C[C@@H]1CN([C@H](C)CO)C(=O)CCCn2nncc2CO[C@H]1CN(C)S(=O)(=O)c1cccs1	5	-0.8	2	2	6	-1	2	-5	2	-2
O=C(CCc1ccccc1Cl)Nc1cccc(S(=O)(=O)N2CCCC2)c1	-16	-3.1	-2	-2	-5	-3	-16	-8	3	3
COCCn1c(SC(C(=O)Nc2cc(C)ccc2OC)c2ccccc2)nnc1-c1ccc(Cl)cc1 (stereo not given)	-1	0.0	0	-5	0	-1	6	-1	-3	-1
NS(=O)(=O)c1ccc(C(=O)O)cc1	0	-0.6	-4	4&2	10	-1	-6	-1	4	-4
COc1cc(/C=N/NS(=O)(=O)c2ccc(Br)cc2)ccc1O	6	-2.1	6	7	-14	0	-18	-8	10	7
CN1CCN(c2nc3c(c(=O)n(C)c(=O)n3C)n2Cc2ccccc2Cl)CC1	6	-0.7	7	12	0	-2	-2	6	-9	-4
CCOC(=O)c1c(CN2CCCCC2)oc2ccc(OC)cc12	-20&-13	1.5&-1.3	4&4	4&-6	-6&3	0&-2	9&-9	0&-1	-8&-3	1&0
Cc1ccc(NS(=O)(=O)c2ccc(C)c(C(=O)N3CCOCC3)c2)cc1	-9	0.2	18	-1	-4	0	12	0	0	-1
C=CCn1c(-c2cccnc2Cl)nc2ccccc21	3	-0.9	-3	2	3	3	6	7	-4	-3
O=S(=O)(NCc1ccccc1)c1cccc(S(=O)(=O)N2CCOCC2)c1	4	-2.1	3	-3	1	5	0	-5	-3	-1
CNc1nc(NC)nc(-n2c(C(F)(F)F)nc3ccccc32)n1	-15	1.5	4	0	-4	0	5	-1	-3	0
COc1ccc(N2CCN(C3CCCN(Cc4ccccc4OCCO)C3)CC2)cc1 (stereo not given)	4	-1.9	2	1	-3	-4	-15	7	-12	0
COc1ccc(-c2c(-c3cc(OC)cc(OC)c3)n(C)c3ccc(-c4ccc(S(N)(=O)=O)cc4)cc23)cc1	-13	1.3	-3	5	-1	0	3	3	18	1
CCOC(=O)[C@]12CCCC3=C1N(CCC3)C(=O)[C@@H](CC(=O)N1CCOCC1)C2	x	x	0	-10	x	-3	1	-3	3	4
Cc1cccc(NC(=O)COc2ccc(Br)cc2C)n1	-4	0.2	-5	4	-10	1	-1	8	-1	3
CCCC(=O)c1ccc(N2CCN(C(=O)c3cccs3)CC2)c(F)c1	-8	-3.6	-8	-9	5	-2	12	-2	-9	1
N[C@@H](CO)c1cn([C@@H](Cc2cc3ccccc3[nH]2)C(=O)N2CCNCC2)nn1	5	2.9	5	3	4	0	15	3	6	1
CC1CN(C(=O)C2CCCN2S(=O)(=O)c2ccc(Cl)cc2)CC(C)O1 (stereo not given)	7	-1.2	5	-5	11	-9	-1	3	-4	1
CC(C)c1ccc(Nc2nnc(SCC(=O)NCC3CCCO3)s2)cc1 (stereo not given)	6	-3.2	1	1	-3	0	-2	4	4	3
O=C1CSC(=S)N1Cc1cccnc1	-31	-1.6	-134	-7	-53	-1	5	-39	13	17
CCCOc1ccc(NC(=O)C2CC(=O)N(C)C(=Nc3cccc(OC)c3)S2)cc1 (stereo not given)	-16	-0.4	-7	3	-2	0	-1	0	-1	1
COc1ccccc1C(=O)Nc1ccc(S(=O)(=O)N2CCCC2)cc1	-1	2.8	-6	-2	2	1	-7	-5	2	3
CCOc1ccc(NC(=O)CN2CCN(CC(=O)Nc3ccc(C(=O)OC)cc3)CC2)cc1	8	-3.5	4	-2	2	-4	3	7	-4	-1
C=C1c2cccc(C(F)(F)F)c2O[C@H](C(=O)OCC)[C@H]1OC	-2	0.5	-2	0	9	4	5	13	6	-4
O=c1oc(Nc2ccc(F)cc2)nc2ccccc12	1	0.1	-4	-1	5	-1	-4	-5	6	-1
CCCCS(=O)(=O)NC1=NCN(CCOC(=O)c2ccccc2)CN1	-1	0.8	4	-1	0	-1	7	9	1	2
O=C(Nc1ccccc1)C1CCN(S(=O)(=O)c2ccc3c(c2)OCCO3)CC1	-14	-1.0	-12	-2	-8	-3	-1	-2	4	4
COc1ccccc1C(c1nnnn1Cc1ccco1)N1CCN(c2cccc(C)c2C)CC1 (stereo not given)	-24	-3.0	2	-3	2	1	4	-1	-2	1

3 entries already listed, sorted by the value under PRMT1 inh, low to high.
mol | PRMT1 inh
CCCC(=O)c1ccc(N2CCN(C(=O)c3cccs3)CC2)c(F)c1 | 1
CC(C)c1ccc(Nc2nnc(SCC(=O)NCC3CCCO3)s2)cc1 (stereo not given) | 3
CCOC(=O)[C@]12CCCC3=C1N(CCC3)C(=O)[C@@H](CC(=O)N1CCOCC1)C2 | 4

Next entries:
SMILES	HTRA1 inhibitor	PG9 Ab binder	mABHD4 FP	Rev-erbA mod	TCR-CD3 inh	LEDGF integ inh	TDP2 absorb	SIAE inh	rCAG binder	PRMT1 inh
Cc1cc(Br)cn2c(Cc3cccc(Cl)c3)c(-c3cccc(Cl)c3)nc12	x	4.8	-24	23*	-9	0	3	-4	14	1
O=C(CN1CCC(n2nnc3cc(C(F)(F)F)ccc32)CC1)NNC(=O)c1ccco1	-3	-1.0	3	-1	2	0	3	0	-1	-1
COc1cc(/C=C/C(=O)OCC(=O)N2CCCc3ccccc32)ccc1O	6	-1.0	-2	2	4	-4	1	7	8	3
Cc1cc2cccc(C)c2nc1SCC(=O)N(C)c1nc(-c2ccccc2)cs1	1	-0.7	1	-3	5	-4	7	1	3	-4
CC(=O)c1cccc(NC(=O)COc2ccccc2)c1	-5	3.1	3	-1	-6	-2	-10	8	-1	0
COc1ccccc1OCC(=O)N(Cc1nnc(-c2ccccc2Cl)o1)C1CC1	2	1.1	1	1	-5	1	2	5	-7	1
CCN1CCN(C(=O)CN(C)S(=O)(=O)c2ccc(Cl)cc2)CC1	2	0.7	0	2	1	2	7	1	0	-4
COc1ccc(C(c2nnnn2-c2ccc(OC)cc2)N2CCN(C/C=C/c3ccccc3)CC2)cc1 (stereo not given)	x	0.6	0	-1	7	2	0	1	6	-5
COc1ccc(CNC(=O)/C=C/C(=O)O)cc1	6	-0.2	8	-2	-6	-7	1	-6	-1	-1
